Screens from PubChem.
GPT2 inhibitor: Primary qHTS assay for inhibitors of Glutamate pyruvate transaminase 2 (GPT2) | Recombinant GPT2, coupled pyruvate oxidase/HRP Amplex Red fluorescence | AID 1671188, 2021 | Potency, µM (titrated, usually from 57.7 µM), without a hit: at the highest dose activity change, negative = inhibition, most hits filed as inhibitors | Alanine aminotransferase 2 (Homo sapiens), Q8TD30 | 0.25% of 100,000 active; also: potency is read from the fitted curve at half-maximal effect; nearly all actives have a fitted effect of over 60% in size; many of its hits are not listed in these tables
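Fluorescence of coupled pyruvate oxidase/HRP/Amplex Red system (50uM Amplex, 30 min, dark) reports pyruvate formed by GPT2. Enzyme reaction: 10ng/uL GPT2, 2mM L-alanine, 250uM a-KG, 30 min room temperature, pH 7.5; 50uM AOA control.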
Luciferase inh: Firefly luciferase inhibition profiling of diverse chemical library using quantitative high-throughput screening; Potency, µM (series often up to 115 µM), without a hit: top-dose activity change, negative = inhibition, usual class: inhibitors; Luciferin 4-monooxygenase (Photinus pyralis), P08659; purified P. pyralis luciferase, luminescence, biochemical; 2.5% of 76,000 active; also: potency is read from the fitted curve at half-maximal effect; nearly all actives have a fitted effect of over 65% in size
Target sequence (P08659 whole entry, looked up): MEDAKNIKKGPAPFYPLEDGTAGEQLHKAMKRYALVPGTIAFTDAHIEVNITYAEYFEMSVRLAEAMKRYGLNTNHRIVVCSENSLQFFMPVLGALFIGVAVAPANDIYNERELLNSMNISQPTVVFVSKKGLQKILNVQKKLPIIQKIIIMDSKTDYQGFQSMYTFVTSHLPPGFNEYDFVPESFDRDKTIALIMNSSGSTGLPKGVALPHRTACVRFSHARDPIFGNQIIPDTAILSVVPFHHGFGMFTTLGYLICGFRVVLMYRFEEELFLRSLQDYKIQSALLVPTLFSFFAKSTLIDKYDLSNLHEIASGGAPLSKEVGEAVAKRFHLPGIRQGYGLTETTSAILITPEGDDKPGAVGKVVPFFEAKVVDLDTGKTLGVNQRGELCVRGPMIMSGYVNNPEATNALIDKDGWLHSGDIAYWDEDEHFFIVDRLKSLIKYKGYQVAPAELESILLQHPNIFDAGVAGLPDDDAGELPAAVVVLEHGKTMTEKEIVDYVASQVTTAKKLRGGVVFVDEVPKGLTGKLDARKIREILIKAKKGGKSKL
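Luminescence read by CCD imaging after purified firefly luciferase (10nM final) was added to substrate buffer holding 10uM D-luciferin and 10uM ATP, pH 7.5, pre-dosed with compound.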
IP6K1 inh: Primary qHTS assay for small molecule inhibitors of Inositol hexaphosphate kinase 1 (IP6K1); Inositol hexakisphosphate kinase 1 (Homo sapiens), Q92551; AID 1645851, 2021; 0.81% of 140,000 active; IP6K1 kinase, ADP-Glo luminescence, 2 h; stronger effect = lower value; activity change, % (series mostly up to about 58 µM); in the data active = activity change below about -25%
Target sequence (Q92551 whole entry, looked up): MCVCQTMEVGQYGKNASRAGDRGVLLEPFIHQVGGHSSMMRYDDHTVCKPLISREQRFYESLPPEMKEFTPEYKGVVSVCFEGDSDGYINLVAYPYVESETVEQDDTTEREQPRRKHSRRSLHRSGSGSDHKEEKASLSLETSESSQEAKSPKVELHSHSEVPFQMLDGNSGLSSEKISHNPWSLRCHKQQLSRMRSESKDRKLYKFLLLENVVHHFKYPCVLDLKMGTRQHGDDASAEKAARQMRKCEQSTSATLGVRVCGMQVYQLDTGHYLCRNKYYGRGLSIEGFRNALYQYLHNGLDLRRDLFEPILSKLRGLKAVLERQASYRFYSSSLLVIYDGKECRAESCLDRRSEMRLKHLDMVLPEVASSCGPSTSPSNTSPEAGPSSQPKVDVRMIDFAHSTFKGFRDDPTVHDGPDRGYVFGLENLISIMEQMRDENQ
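ADP-Glo luminescence measures ADP made by human IP6K1 during a 2 h RT reaction with ATP/IP6 (mix at 1.3 mM/130 uM); top library doses 57.5 and 19.1 uM final.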
HEK cytotox: Cytotoxic Profiling in HEK 293 Cell Line of Diverse Libraries Using Quantitative High-Throughput Screening. HEK 293 viability, ATP luminescence (CellTiter-Glo), 48-72 h. Potency, µM (titrated, usually from 115 µM), for the others: at the highest dose activity change, negative = cytotoxicity, actives largely listed as inhibitors. 6.6% of 94,000 active; also: potency is read from the fitted curve at half-maximal effect; nearly all actives have a fitted effect of over 60% in size
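qHTS cytotoxicity; HEK 293, 250 cells/well; compound pinned; 48 or 72 hr, 37 degree Celsius, 5% CO2, 95% humidity; CellTiter-Glo, 10 min RT; luminescence (ATP).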
SNCA expr inhib: Primary qHTS assay for inhibitors of alpha-synuclein gene (SNCA) expression. HEK-293 SNCA-luciferase knock-in, luminescence, 24 h. Potency, µM (doses to about 57.2 µM), without a hit: top-dose activity change, negative = inhibition, most hits filed as inhibitors. AID 1671194, 2021. 0.17% of 140,000 active;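 also: potency is read from the fitted curve at half-maximal effect; plate controls were DMSO cells for no effect and cell-free wells for full effect; nearly all actives have a fitted effect of over 45% in size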
SNCA viab count: GF-AFC viability counterscreen for inhibitors of alpha-synuclein gene (SNCA) expression. HEK-293-SNCA-luc viability, GF-AFC fluorescence, 24 h. Potency, µM (series often up to 57.1 µM), inactives show at the top dose activity change, negative = cytotoxicity, hits mostly cytotoxic. 0.12% of 150,000 active;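 also: potency is read from the fitted curve at half-maximal effect; 0% = DMSO-treated cells and -100% = medium-only wells without cells; nearly all actives have a fitted effect of over 30% in size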
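Cytotoxicity counterscreen: after 24 h compound treatment of genome-edited SNCA-luciferase HEK-293 cells, live-cell protease substrate GF-AFC read by fluorescence after 30 min; activity scaled between DMSO (0%) and medium-only (-100%), curves Hill-fitted.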
3T3 cytotox: Cytotoxic Profiling in NIH 3T3 Cell Line of Diverse Libraries Using Quantitative High-Throughput Screening | NIH 3T3 viability, CellTiter-Glo ATP luminescence, 48-72 h | Potency, µM (titrated, usually from 96.7 µM), for inactives: at the top dose activity change, negative = cytotoxicity, hits mostly inhibitors | 4.3% of 94,000 active | AID 1345082, 2018; also: potency is read from the fitted curve at half-maximal effect; nearly all actives have a fitted effect of over 55% in size
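Cytotoxicity is measured as loss of cellular ATP: NIH 3T3 cells (400/well) are exposed to compound for 48 or 72 hr at 37 °C, then CellTiter-Glo luminescence is imaged after 10 min at room temperature.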
* hit, by the source's call; i = inactive; ? = inconclusive; / = no result given; [ ] = dose if it differs, or a comment. Unless noted, calls follow the shape of the dose curve; as a rule, active = well fitted curve in the direction sought with a large enough effect; inconclusive = small, poorly fitted or top-dose-only effect, or another doubt; inactive = no such curve, though single readings can be large; an effect the other way counts as inactive or inconclusive. Unless noted, % is scaled to controls: 0 for no effect and ±100 for the full control effect. Only part of the results is shown; the hit share may differ from the screen's.

Below each SMILES – IP6K1 inh, SNCA expr inhib, HEK cytotox, GPT2 inhibitor, 3T3 cytotox, Luciferase inh, SNCA viab count
- Cc1c2cnn(-c3ccccc3)c(=O)c2c(C)n1C(C)C(=O)Nc1ccc(Br)cc1F (stereo not drawn)
→ 10, ?, /, /, /, /, 0%
- COc1ccc(C(C)NC(=O)COc2ccc(NC(=O)C3CC3)cn2)cc1 (stereo not drawn)
→ 24, 2%, 15%, i, i, -3%, 5%
- CNC(=O)c1cc(C2CC2)nc2c1c(C1CCCN(C(=O)C3CCCCC3)C1)nn2C (stereo not drawn)
→ -3, /, ?, /, ?, /, /
- COc1cc(C(=O)NC2CCN(C)CC2)ccc1Nc1ncc2c(n1)N(C1CCCC1)CCC(=O)N2C(C)C
→ /, 8%, /, i, /, /, -5%
- CCOc1ccc(NC(=O)N(C)CCc2c(C)nn(C)c2C)cc1
→ 36, 16%, /, /, /, /, 7%
- CC(=O)NC1CCN(c2nc3ncccc3o2)C1 (stereo not drawn)
→ 18, 6%[87.6 µM], 3%[172 µM], i, -1%[138 µM], /, 1%[87.6 µM]
- O=C(C1CC=CC1)N1CCN(C(=O)N2CC3CC(C2)[C@H]2CCCC(=O)N2C3)CC1 (stereo partly drawn)
→ 10, 0%, 1%, ?, -14%, 1%, 2%
- Cc1nn(-c2ccc(C(C)(C)C)cc2)c(C)c1[C@@H]1C=C[C@@H](NC(=O)CC2(CC(=O)O)CCCC2)C1
→ -7, -4%, -9%, i, ?, -25%, -2%
- Cc1ccc(NC(=O)CC2CCOCC2)cc1C
→ 8, 120%[activator], 11%, i, -5%, ?, 1%[12.5 µM]
- COCCn1ncc(N2CCC(C(=O)NCC(C)C)C2)cc1=O (stereo not drawn)
→ -1, 6%, 2%, i, -18%, 8%, -2%
- CS(=O)(=O)N1C[C@H]2CCN(C(=O)Cc3c[nH]c4ccccc34)C[C@H]21
→ 9, 38%[activator], -5%, 0%, -8%, -3%, -27%[12.5 µM]
- CCc1cc(C(=O)Nc2sc(C)c(CC)c2C#N)no1
→ 16, 92%[activator], /, /, /, /, -4%
- Cn1cc2c3c(cccc31)CN(C(=O)c1ccccc1Br)CC2
→ 18, 7%, ?, -5%, -1%, -2%, -7%
- Cc1ccc(NC(=O)N[C@H]2C[C@@H](c3nc(-c4ccc5c(c4)OCO5)no3)N(C)C2)cc1
→ -5, 58%[activator][87.6 µM], ?, -1%[88.5 µM], -16%[174 µM], -18%[172 µM], 5%[87.6 µM]
- Cc1cc2ncc(C(=O)NCc3cccc4ccccc34)cn2n1
→ 4, -3%[87.6 µM], ?, i, ?, /, -3%[87.6 µM]
- CCCC(=O)N1CC2(CCCN2C2COC2)Cc2ccccc21 (stereo not drawn)
→ -3, -13%, -21%, -38%, -23%, /, ?
- CC1CCCN(C(=O)CNC(=O)c2ccc(-c3cnc4ccccc4c3)cc2)C1 (stereo not drawn)
→ 18, /, ?, /, ?, /, /
- COc1cccc(CC(=O)Nc2ccc3c(c2)CN(Cc2cccc(OC)c2)C(=O)C(C)O3)c1 (stereo not drawn)
→ 17, ?, ?, i, ?, 1%, ?
- CN(C)c1ncc2c(n1)C(C)(C(=O)Nc1ccccc1)CCC2 (stereo not drawn)
→ -3, -21%[87.6 µM], ?, 2%[88.5 µM], ?, 1%[172 µM], -4%[87.6 µM]
- O=C(c1cn(-c2ccccc2)nn1)N1CCCCCC1c1ccco1 (stereo not drawn)
→ 7, 93%[activator], ?, -2%, ?, 8%, 3%
- CCCCCOC(=O)CSc1nc2sc3c(c2c(=O)n1Cc1ccccc1)CC(C)(C)OC3
→ -7, -6%, /, /, /, /, 10%
- O=C(C1CC1)N1CCCC(c2nn(-c3ccc(F)cc3)c(=O)[nH]2)C1 (stereo not drawn)
→ 13, 46%[activator][87.6 µM], ?, i, -18%[138 µM], -3%[172 µM], -3%[87.6 µM]
- CCCc1noc(-c2ccn3c(CNC(=O)c4ccccn4)nnc3c2)n1
→ 11, -8%, 3%, i, -6%, 6%, 5%
- CCc1cnc2c(c1SCC(=O)c1ccc(Cl)cc1)c(=O)n(C)c(=O)n2C
→ -4, 2%, /, /, /, /, 1%
- O=c1[nH]c(C2CCCN(Cc3cccc4ccccc34)C2)nn1-c1ccccc1 (stereo not drawn)
→ 1, -7%, ?, -6%, ?, -1%, -16%
- CSc1ccc(-c2ccccc2C=O)cc1
→ -10, -13%[87.6 µM], ?, -2%[88.5 µM], ?, /, -23%[87.6 µM]
- COc1ccc(-c2nc3scc(CCNC(=O)c4cccc(Br)c4)n3n2)cc1
→ -8, -5%, /, /, /, /, ?
- CS(=O)(=O)c1ccc([C@@H](O)[C@@H](CO)NC(=O)C(Cl)Cl)cc1
→ -4, 3%, /, ?, /, /, -6%
- CN1CCCN(S(=O)(=O)c2cccs2)c2ccccc21
→ 3, 22%, ?, -1%, ?, -28%, -1%
- COc1ccc(-c2ccc(C(=O)NCc3ccc(F)cc3F)c(Cl)c2)nn1
→ 2, /, ?, /, -29%, /, /

Looked up by compound from the entries so far:
Below each SMILES – IP6K1 inh, SNCA expr inhib, HEK cytotox, GPT2 inhibitor, 3T3 cytotox, Luciferase inh, SNCA viab count
- O=C(C1CC1)N1CCCC(c2nn(-c3ccc(F)cc3)c(=O)[nH]2)C1 (stereo not drawn)
→ 13, 46%[activator][87.6 µM], ?, i, -18%[138 µM], -3%[172 µM], -3%[87.6 µM]
- CCc1cnc2c(c1SCC(=O)c1ccc(Cl)cc1)c(=O)n(C)c(=O)n2C
→ -4, 2%, /, /, /, /, 1%
- COc1ccc(-c2ccc(C(=O)NCc3ccc(F)cc3F)c(Cl)c2)nn1
→ 2, /, ?, /, -29%, /, /
- CS(=O)(=O)c1ccc([C@@H](O)[C@@H](CO)NC(=O)C(Cl)Cl)cc1
→ -4, 3%, /, ?, /, /, -6%
- CN1CCCN(S(=O)(=O)c2cccs2)c2ccccc21
→ 3, 22%, ?, -1%, ?, -28%, -1%
- COc1ccc(-c2nc3scc(CCNC(=O)c4cccc(Br)c4)n3n2)cc1
→ -8, -5%, /, /, /, /, ?
- CCCCCOC(=O)CSc1nc2sc3c(c2c(=O)n1Cc1ccccc1)CC(C)(C)OC3
→ -7, -6%, /, /, /, /, 10%

(cont.)
Below each SMILES – IP6K1 inh, SNCA expr inhib, HEK cytotox, GPT2 inhibitor, 3T3 cytotox, Luciferase inh, SNCA viab count
- Cc1ccc(C(=O)N2CCCn3cc(-c4ccccc4F)nc32)cn1
→ -2, 1%, -23%, -1%, -1%, 3%, -8%
- COCCNC(=O)C[C@@H]1C[C@H]2O[C@H](CNCc3ccncc3F)[C@@H](O)[C@H]2O1
→ 10, ?, -1%[172 µM], i, -2%[174 µM], -5%[172 µM], 1%[87.6 µM]
- O=C(Nc1ccc([C@@H](O)[C@H]2COCC(=O)N2Cc2ccccc2F)cc1)c1cccc(F)c1
→ 0, ?, ?, 1%, ?, -15%, 6%
- O=C(Cn1ncn2nc(-c3cccs3)cc2c1=O)NCc1cccc(Br)c1
→ 15, 9%, /, /, /, /, -1%
- COC[C@@H]1CN(Cc2cc(Cl)ccc2F)C[C@H]1C(N)=O
→ 11, -4%, -5%, i, -12%, 2%, 2%
- O=C1[C@@H]2C[C@@H](CN2C2CCC2)Oc2ccccc2N1Cc1ccc(OC(F)(F)F)cc1
→ -2, -25%[87.6 µM], 71µM*, -10%[88.5 µM], 40µM*, -1%[172 µM], -3%[87.6 µM]
- Cc1ccc(-c2cn3c(n2)N(C(=O)c2nc4ncccn4n2)CCC3)cc1
→ 2, 113%[activator], 40µM*, 2%, -16%, -7%, 0%
- Cc1ccn2c(NC(=O)c3cccc(Cl)c3)c(-c3ccccc3)nc2c1
→ -11, 7%, /, /, /, /, ?
- O=C(c1ccccc1F)N1CCC(C(=O)N2CCCC2c2nc3ccncc3[nH]2)CC1 (stereo not drawn)
→ -10, 10%, 5%, 5%, -2%, /, 3%
- Cc1ccn2c(Nc3ccc4c(c3)OCCO4)c(-c3ccc(Cl)s3)nc2c1
→ 20, 105%[activator], /, /, /, /, -12%
- COc1ccc(C2Cn3nnc(-c4noc(-c5ccc(C)c(F)c5)n4)c3CO2)cc1 (stereo not drawn)
→ 11, 7%, 7%, -5%, i, -2%, -2%
- O=C(Cn1ccn2nc(-c3ccc(F)cc3)c(CO)c2c1=O)NCCc1ccccc1
→ 1, 4%, 3%, i, i, -5%, 2%
- CNC(=O)[C@@H]1CN(C(=O)c2c[nH]c3ccccc23)C[C@H]1COC
→ 9, 10%, 1%, i, -10%, -3%, -8%
- CC(=O)Nc1nonc1-c1nnc(SCC(=O)Nc2cccc(C)c2C)n1-c1ccccc1
→ -4, -7%, /, /, /, /, 7%
- O=C(NCc1cccc(C(F)(F)F)c1)c1ccc2nnc(-c3cc[nH]c3)n2c1
→ -4, -11%, ?, 3%, ?, /, 5%
- COc1cccc(CNc2ncncc2-c2nc(-c3ccccc3)no2)c1
→ -7, 4%, 0%, i, -9%, -4%, 8%
- Cc1n[nH]c(C)c1CNc1cc(C2CC(O)C2)ncn1 (stereo not drawn)
→ 34, -29%, i, i[11.5 µM], -4%, 10%, -7%
- COc1cccc(N2CCN(C(=O)C3CC(=O)N(c4n[nH]c5cccc(F)c45)C3)CC2)c1 (stereo not drawn)
→ -9, -18%, ?, 2%, ?, -2%, 3%
- CC(C)c1nc2c(c(-c3ccc(O)cc3)n1)CCN(C(=O)c1ccccc1Cl)CC2
→ 6, -15%, -3%, i, -4%, -7%, ?
- O=C(c1cccnc1)N1CCOCC2(C1)CN([S+](=O)([O-])c1ccccc1)C2
→ 14, 28%[87.6 µM], 3%[172 µM], i, ?, 15%[172 µM], 0%[87.6 µM]
- CCOc1ccccc1C1NC(=O)N(CC(=O)Nc2cccc(Cl)c2)C2=C1C(=O)OC2 (stereo not drawn)
→ -5, ?, 35µM*, -6%, ?, -28%, -9%
- OCCC#Cc1nc(-c2ccc(F)cc2)c(-c2ccncc2)n1CCCc1ccccc1
→ /, ?, /, ?, /, /, 6%
- CC1Oc2ccc(NC(=O)C3CC3)cc2CN(CCc2ccc(F)cc2)C1=O (stereo not drawn)
→ -2, 7%, ?, ?, ?, -11%, -7%
